High-throughput results (PubChem)
Diaph act CS: diaphorase activation or chemical reduction counter-screen; Diaphorase/resazurin coupled assay, resorufin fluorescence, 16 min; stronger effect = higher value; 1 = vehicle wells, 0 = NADH-free wells; 190,000 tested, 0.005% active; activation factor at 20 µM; AID 1229;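 active = diaphorase activity raised at least twofold by the compound at 20 µM; inactive = activation factor below 2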
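Material: Clostridium kluyveri diaphorase, purified enzyme; Quantity: enzyme 0.07 U/mL final; Medium: HEPES pH 7.4 buffer with MgCl2 and Tween 20; Dosing: single compound dose of 20 µM, 1% DMSO final; Schedule: 16 min reaction at room temperature; Measured by: red resorufin fluorescence at 544/590 nm excitation/emission.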
FLuc inhib CS: counter-screen for luciferase assay inhibitors: firefly luciferase inhibition | ATPLite firefly luciferase biochemical luminescence, 10 min | inhibition, % at 10 µM | 200,000 tested, 1.5% active | AID 1006;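 active = inhibition above about 50% when tested at 10 µM, limit read from the data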
Target sequence (P08659 whole entry, looked up): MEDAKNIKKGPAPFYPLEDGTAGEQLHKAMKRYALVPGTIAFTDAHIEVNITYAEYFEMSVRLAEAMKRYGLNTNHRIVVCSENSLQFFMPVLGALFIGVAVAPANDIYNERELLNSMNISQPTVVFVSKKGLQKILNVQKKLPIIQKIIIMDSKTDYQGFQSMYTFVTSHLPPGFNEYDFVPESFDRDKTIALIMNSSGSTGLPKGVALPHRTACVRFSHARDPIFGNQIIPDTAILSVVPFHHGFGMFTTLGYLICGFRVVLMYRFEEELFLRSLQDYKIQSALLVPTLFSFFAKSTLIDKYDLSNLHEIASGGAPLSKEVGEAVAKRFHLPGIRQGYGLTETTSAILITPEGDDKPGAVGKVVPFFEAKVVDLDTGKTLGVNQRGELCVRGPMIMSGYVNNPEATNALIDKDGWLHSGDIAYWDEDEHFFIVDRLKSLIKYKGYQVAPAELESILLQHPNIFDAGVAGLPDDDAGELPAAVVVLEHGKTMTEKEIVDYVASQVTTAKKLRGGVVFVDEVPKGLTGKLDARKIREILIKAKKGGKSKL
G6PDH CS: counter-screen for G6PDH assay hits: L. mesenteroides G6PDH inhibition. Purified L. mesenteroides G6PDH, diaphorase/resazurin coupled fluorescence, 45 min. inhibition, % at 5 µM. 200,000 tested, 0.12% active. AID 1020; in the data active = inhibition above about 50%
Diaphorase inh: inhibits diaphorase or chemically oxidizes, flagging diaphorase assay artifacts; diaphorase resazurin-to-resorufin fluorescence, NADH, 16 min; bacterial (C. kluyveri) enzyme, not human; inhibition, % at 20 µM; 190,000 tested, 0.69% active; AID 1217;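 active = primary screen inhibition at 20 µM above a set limit, cut at about 50% in these data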;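 also: plate controls were DMSO with full reaction for no effect and wells lacking NADH for full effect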
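Detection: fluorescence of resorufin formed from resazurin, Ex 544/Em 590 nm; test system: Clostridium kluyveri diaphorase enzyme; amount: 0.14 U/mL diaphorase, enzyme working solution; times: 16-min room-temperature incubation before reading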
NF-kB neuron act: compounds increasing NF-kB expression in human neuronal cells. NF-kB reporter expression; stronger effect = higher value. fold change at 12.5 µM. 190,000 tested, 1.6% active. AID 1239; in the data active = fold change above about 3.3
STAT1 act: STAT1 signaling activation | NIH 3T3 STAT1-luciferase reporter, IFN-gamma, luminescence; 100% = IFN-gamma alone, no compound | activation (% of control), % at 5.5 µM | 200,000 tested, 2.6% active | AID 932;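 active = activation above the screen-wide mean activation plus 3 SD, cut at about 130% in these data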;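 also: raw ratio to IFN-gamma control signal so 100% means no change and 0% no light; values of inactives mirror those of a sister screen read the other way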
TLR4-MyD88 BLA: TLR4-MyD88 interaction inhibition in cells; O00206+Q99836; HeLa CL3-4 TLR4/MyD88 BLA complementation, FRET ratio; inhibition, % at 8.4 µM; 200,000 tested, 0.18% active; AID 861; in the data active = inhibition above about 25%;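 also: 0% = vehicle and 100% = reference inhibitor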
APP 5UTR inh: APP translation inhibition. SH-SY5Y APP 5'UTR-luciferase reporter, luminescence. 190,000 tested, 0.82% active. inhibition, % at 2 µM;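 active = inhibition above a set limit, derived from the sample mean plus 3 SD, cut at about 45% in these data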; also: values of inactives mirror those of a sister screen read the other way
FLuc stim CS: firefly luciferase counter-screen for stimulation assays. 200,000 tested, under 10 active. ATPlite luciferase biochemical, luminescence, 10 min; 0 = ATP-free wells, 1 = DMSO control. P08659. activation factor at 10 µM;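 active = luciferase activation factor, scaled between plate controls, of at least 2 with compound at 10 µM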
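Assay system: Luciferase/luciferin detection reagent, cell-free biochemical luciferase assay / Read-out: luciferase activation / Benchmarks: No-ATP low control, compound-free enzyme-plus-ATP high control / Medium: PBS buffer for ATP / Detection: luminescence measurement of luciferase light output / Schedule: 10 min at ambient temperature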
APP 5'UTR act: activates APP 5'UTR luciferase reporter | activation, % at 2 µM | 190,000 tested, 1% active | SH-SY5Y APP 5'UTR luciferase reporter, luminescence; zero percent = DMSO vehicle wells;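 active = activation above a set limit, based on mean plus 3 SD of controls, cut at about 140% in these data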; also: values of inactives mirror those of a sister screen read the other way
* = called active by the depositor; / = not tested or not shown.

| Structure | Diaph act CS | FLuc inhib CS | G6PDH CS | Diaphorase inh | NF-kB neuron act | STAT1 act | TLR4-MyD88 BLA | APP 5UTR inh | FLuc stim CS | APP 5'UTR act |
| --- | --- | --- | --- | --- | --- | --- | --- | --- | --- | --- |
| CS(=O)(=O)N(CC(=O)NCCSC1CCCCC1)c1ccc2c(c1)OCO2 | 0.9 | 3 | -1 | 6 | 0.97 | 105 | 8 | -5 | 1 | 5 |
| O=S(=O)(c1cccc2nsnc12)N1CCN(c2ccccc2F)CC1 | 0.8 | -6 | 3 | 18 | 0.92 | 92 | 2 | 2 | 1.1 | -2 |
| Cc1cc(C(F)(F)F)nn1CC(=O)NNC(=S)NCC(C)C | 0.9 | -9 | 0 | 5 | 1.1 | 99 | -17 | 6 | 1.1 | -6 |
| CCC(=O)Nc1sc2c(c1C(N)=O)CCC2 | 0.9 | 0 | 0 | 10 | 1.2 | 98 | -6 | -7 | 1 | 7 |
| Cc1cc2nnc(SCC(=O)NCc3cccs3)n2c(N)n1 | 1 | -4 | 4 | -2 | 1.3 | 95 | 10 | 2 | 1 | -2 |
| CNC(=O)c1nc[nH]c1C(=O)NC | 0.8 | -8 | 12 | 16 | 1.1 | 100 | -4 | -8 | 1.1 | 8 |
| Cc1ccc(C(=O)O)cc1NC(=O)c1cccs1 | 1 | -3 | 2 | -5 | 1.1 | 106 | -8 | 7 | 1 | -7 |
| O=C(Nc1ccc(N2CCCC2)cc1)c1cccc(F)c1 | 0.8 | 59* | -11 | 18 | 2.6 | 121 | -17 | -230 | 0.4 | 230* |
| Cc1nc2cc(NC(=O)CCS(=O)(=O)c3ccccc3)ccc2s1 | 0.9 | 19 | 4 | 13 | 3.2 | 150* | -4 | -135 | 0.8 | 135 |
| COc1cccc(NC(=O)c2csc3c2CCCC3)c1 | 0.8 | 22 | 14 | 19 | 1 | 145* | -6 | -75 | 0.8 | 75 |
| Cn1cc(Br)c(C(=O)Nc2c(F)c(F)c(F)c(F)c2F)n1 | 1 | -6 | -5 | 5 | 1.1 | 102 | 0 | -1 | 1.1 | 1 |
| Cc1ccc(-n2c(C)nc3oc4ccccc4c(=O)c3c2=O)cc1 | 0.4 | 5 | 15 | 56* | 3 | 117 | -2 | -89 | 0.9 | 89 |
| CN(CC(=O)NC(=O)NCc1ccccc1)Cc1ccc(Cl)cc1 | 0.9 | -2 | -1 | 10 | 1.1 | 102 | -1 | -3 | 1 | 3 |
| Cc1c(Cl)cccc1NC(=O)CNc1cccc(S(=O)(=O)N(C)C)c1 | 0.9 | -2 | 5 | 14 | 0.83 | 109 | 5 | -18 | 1 | 18 |
| O=C(c1ccc(F)cc1)C1CCN(S(=O)(=O)c2ccccc2)CC1 | 1 | -4 | 10 | -1 | 1 | 101 | 0 | -9 | 1 | 9 |
| ONc1cccnc1-n1nc(C(F)(F)F)cc1C(F)(F)F | 0.6 | -8 | 16 | 37 | 1.3 | 95 | 1 | -21 | 1.1 | 21 |
| Cc1ccc(-c2nnn(CC(=O)NCc3ccccc3)n2)c(-n2cnnn2)c1 | 0.9 | -5 | 19 | 11 | 0.9 | 109 | -3 | -5 | 1.1 | 5 |
| Cc1ccc(OCC(=O)N/N=C/C=C/c2ccco2)cc1 | 0.8 | 39 | 2 | 16 | 1.1 | 102 | -13 | -16 | 0.6 | 16 |
| CCC(=O)N(CCN1CCOCC1)Cc1cc2cc3c(cc2nc1Cl)OCO3 | 0.9 | -12 | 7 | 8 | 1.2 | 96 | -11 | 8 | 1.1 | -8 |
| CCn1c(COc2cccc(C)c2C)nnc1SCC(=O)N1CCN(c2ccc(OC)cc2)CC1 | 0.9 | -1 | 4 | 13 | 0.99 | 87 | -3 | -3 | 1 | 3 |
| COC(=O)c1cccc(-n2c(C)cc(C=O)c2C)c1C | 0.9 | -3 | 0 | 8 | 1.3 | 98 | -5 | -7 | 1 | 7 |
| CCc1ccc(C2=NN(S(C)(=O)=O)C(c3cccs3)C2)cc1 (stereo not drawn) | 0.9 | 18 | 18 | 15 | 8.4* | 156* | 4 | -182 | 0.8 | 182* |
| O=C(CN1C(=O)CCC1=O)NCC12CC3CC(CC(C3)C1)C2 | 0.9 | 0 | 16 | 14 | 0.95 | 89 | 4 | -7 | 1 | 7 |
| CCOc1ccc(C(=O)N2CCN(c3ccccc3)CC2)cc1OCC | 0.8 | -5 | -8 | 21 | 1.3 | 106 | -8 | -22 | 1 | 22 |
| Cn1c(CSc2nc3ccccc3n2C)nc2ccccc21 | 1 | 2 | 1 | -2 | 1 | 111 | -6 | -22 | 1 | 22 |
| Cc1cc(-c2nnc3n2N=C(c2ccc(-c4ccccc4)cc2)CS3)n[nH]1 | 0.9 | 2 | 6 | 7 | 0.72 | 97 | -1 | -26 | 1 | 26 |
| COc1ccc(C2CC(c3cc(Br)ccc3F)n3nnnc3N2)cc1 (stereo not drawn) | 0.8 | -5 | 10 | 15 | 0.89 | 100 | 10 | 0 | 1 | 0 |
| S=c1[nH]nc(COc2cccc(Cl)c2)n1Cc1ccccc1 | 0.8 | -9 | 5 | 22 | 1.3 | 104 | 4 | 9 | 1.1 | -9 |
| O=C(Nc1ccccc1-c1ccccc1)NC1CC2CCCC(C1)N2Cc1ccc(F)cc1 (stereo not drawn) | 0.9 | -1 | 14 | 11 | 0.77 | 103 | 3 | -11 | 1 | 11 |
| O=C(C1=NN[C@@H]2C(=O)N(c3cccc(F)c3)C(=O)[C@H]12)c1ccc2ccccc2n1 | 0.8 | -5 | 12 | 17 | 2.6 | 96 | 0 | -19 | 1 | 19 |

Brought forward from above: 2 entries, then new ones.
| Structure | Diaph act CS | FLuc inhib CS | G6PDH CS | Diaphorase inh | NF-kB neuron act | STAT1 act | TLR4-MyD88 BLA | APP 5UTR inh | FLuc stim CS | APP 5'UTR act |
| --- | --- | --- | --- | --- | --- | --- | --- | --- | --- | --- |
| O=C(Nc1ccccc1-c1ccccc1)NC1CC2CCCC(C1)N2Cc1ccc(F)cc1 (stereo not drawn) | 0.9 | -1 | 14 | 11 | 0.77 | 103 | 3 | -11 | 1 | 11 |
| O=C(C1=NN[C@@H]2C(=O)N(c3cccc(F)c3)C(=O)[C@H]12)c1ccc2ccccc2n1 | 0.8 | -5 | 12 | 17 | 2.6 | 96 | 0 | -19 | 1 | 19 |
| c1ccc(-c2ncc(CSc3nncn3-c3ccccc3)s2)cc1 | 1.1 | -1 | 11 | -5 | 1.1 | 98 | 2 | -1 | 1 | 1 |
| Cc1ccc(C)c(Nc2ncnc(N)c2[N+](=O)[O-])c1 | 0.9 | -3 | 19 | 15 | 1.1 | 96 | 5 | -2 | 1 | 2 |
| O=S(=O)(Cc1ccccc1)c1cnc2ccccc2n1 | 0.9 | 0 | 4 | 12 | 2.5 | 91 | -9 | 0 | 1 | 1 |
| COC(=O)C(C)Sc1nnc(Cc2cc(=O)[nH]c(=O)[nH]2)n1-c1ccc(OC)cc1 (stereo not drawn) | 0.8 | -7 | 2 | 20 | 1.1 | 103 | 15 | 12 | 1.1 | -12 |
| CSc1ccc(-c2nc(CSCC(=O)NCCCN3CCOCC3)c(C)o2)cc1 | 0.9 | -3 | 8 | 6 | 1.1 | 96 | 0 | 3 | 1 | -3 |
| COC(=O)Cc1ccc(NC(=O)c2ccc(NC(=O)c3ccco3)cc2)cc1 | 0.9 | 0 | 3 | 5 | 0.85 | 104 | -10 | 13 | 1 | -13 |
| O=S1(=O)C=CC(Nc2cccc(Cl)c2)C1 (stereo not drawn) | 0.9 | -6 | -13 | 10 | 0.92 | 97 | -2 | -9 | 1.1 | 9 |
| COc1cccc(-n2c(SCC(=O)NC3CCCCC3)nc3n[nH]c(C)c3c2=N)c1 | 1 | -3 | 3 | -2 | 0.64 | 93 | -11 | 2 | 1 | -2 |
| O=S(=O)(NCc1ccccc1)NCc1ccccc1 | 1 | -5 | 4 | 4 | 1.1 | 97 | -8 | 2 | 1.1 | -2 |
| CCn1c(COc2ccccc2C)nnc1SCC(=O)Nc1cc(C)on1 | 1 | -6 | 6 | 3 | 1.2 | 99 | 2 | -15 | 1.1 | 15 |
| CCc1nnc(NC(=O)CSc2ccc(-c3ccc(F)cc3)nn2)s1 | 1 | 10 | 0 | -3 | 1.2 | 89 | -4 | -1 | 0.9 | 1 |
| C/C(N)=C(/C#N)C(=O)CSc1nc2ccccc2c(=O)n1-c1ccccc1C | 0.8 | 1 | 6 | 20 | 1 | 104 | -7 | 17 | 1 | -17 |
| CC(C)C(=O)OC/C(O)=C(\C#N)c1nc2ccccc2[nH]1 | 1 | 4 | 13 | 5 | 1.7 | 100 | 6 | 17 | 1 | -17 |
| Cc1cc(=O)oc2cc(OCC#N)ccc12 | 1.1 | -3 | 21 | -6 | 1.1 | 99 | -4 | -7 | 1 | 7 |
| COC(=O)c1ccccc1S(=O)(=O)N(Cc1ccco1)Cc1cc2cc(OC)ccc2[nH]c1=O | 0.8 | -1 | 2 | 20 | 0.44 | 92 | -3 | -12 | 1 | 12 |
| CC1(C)CN(c2cccc(-c3ccnc4ncnn34)c2)C1=O | 1 | 3 | 5 | 3 | 1.2 | 87 | -18 | -21 | 1 | 21 |
| NC(=O)c1ccc(NC(=O)COC(=O)C2(c3cccc(F)c3)CCCC2)cc1 | 0.7 | -4 | 0 | 32 | 0.93 | 92 | -2 | 11 | 1 | -11 |
| CC(=O)c1c(N2CCCCC2)nc(=O)n(-c2ccccc2)c1C | 0.8 | -4 | -5 | 22 | 1.3 | 104 | 5 | -11 | 1 | 11 |
| O=C(CCCn1c(=O)[nH]c2cc(Cl)ccc2c1=O)NCCCN1CCN(c2ccc(F)cc2)CC1 | 1 | -6 | 6 | -3 | 1.1 | 89 | 14 | -1 | 1.1 | 1 |
| CC(=O)N/C(=C/c1ccccc1)C(=O)NCCO | 0.9 | -8 | 6 | 6 | 1.5 | 101 | 2 | -6 | 1.1 | 6 |
| O=C(COc1ccc(S(=O)(=O)NC2CCCCC2)cc1Cl)N1CCN(c2ccccc2)CC1 | 0.8 | -2 | -3 | 24 | 0.73 | 98 | 8 | -16 | 1 | 17 |
| O=C(Nc1nc2ccccc2n1CCOc1ccccc1)c1ccco1 | 1.1 | -4 | 4 | -14 | 1 | 101 | 6 | 5 | 1 | -5 |
| Cn1ccnc1SCC(=O)NC12CC3CC(CC(C3)C1)C2 | 1 | -1 | 6 | 2 | 1.1 | 104 | -2 | 9 | 1 | -9 |
| COc1cc(/C=N/n2cnnc2)ccc1OCc1ccc(C)cc1 | 1 | 5 | 2 | -1 | 1.6 | 109 | 6 | -44 | 0.9 | 44 |
| O=C(O)c1cc(=O)cc(C(=O)O)[nH]1 | 0.9 | -8 | -6 | 14 | 1 | 111 | 6 | -7 | 1.1 | 7 |
| COCCNC(=O)C(c1ccc(OC)cc1)N(C(=O)Cn1nnc2ccccc21)c1cccnc1 (stereo not drawn) | / | 3 | 15 | / | 1.1 | 91 | -6 | 13 | 1 | -13 |
| COc1ccc(NC(=O)CN2CCN(c3nc(-c4ccc(F)cc4)cs3)CC2)c(OC)c1 | 0.9 | -4 | 17 | 10 | 0.93 | 91 | 4 | -23 | 1 | 23 |
| Oc1ccc(N=Nc2n[nH]c(-c3ccccc3)n2)cc1 | 0.8 | 59* | -16 | 17 | 6.3* | 172* | -8 | -146 | 0.4 | 146* |
